Screening results (PubChem)
HepG2 tox = kills HepG2 cells in TGF-b inhibitor counter-screen. AID 588856. Potency, µM (doses to about 46.1 µM), for inactives: top-dose activity change, negative = cytotoxicity, hits mostly cytotoxic. 0.76% of 410,000 active. HepG2 CAGA-GFP viability, ATP luminescence, 18 h; note: potency is the fitted concentration of half-maximal effect; some results filed as inactive show a strong effect at the top dose
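CellTiter-Glo luminescence gave cytotoxicity after 18 hours at 37 degrees C. The cells were HepG2 CAGA-GFP in 1% FBS DMEM, stimulated with 500 pg/mL TGF-beta after compound addition. %Activity was normalised to no-cell wells (complete cell-killing) and DMSO (no toxicity), and curves were fitted and classified.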
Nrf2 ARE act = activates Nrf2 signaling; AREc32 ARE-luciferase reporter (MCF7-derived line), luminescence, 24 h; AID 624171; Potency, µM (series often up to 46.1 µM), for inactives: at the top dose activation, usual class: activators; 0.31% of 410,000 active; note: potency is the fitted concentration of half-maximal effect; % of control where 0% means no effect; nearly all actives have a fitted effect of over 65% in size
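Nrf2 activation is followed as ARE-luciferase induction in the AREc32 line after one day of compound treatment; luminescence is read with Steady-Glo.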
ATXN viability = viability counter-screen for ATXN expression inhibitors; S2 cells (HEK-293 line with an ATXN2-luciferase reporter) viability, CellTiter-Fluor protease fluorescence, 24 h; Potency, µM (titrated, usually from 56.7 µM), hits mostly cytotoxic; 0.49% of 400,000 active; note: potency is the fitted concentration of half-maximal effect; nearly all actives have a fitted effect of over 40% in size
TGFb SMAD3 inh = TGF-b pathway inhibition; 1.2% of 410,000 active; Potency, µM (series often up to 46.1 µM), for inactives: at the highest dose activity, negative = inhibition, hits mostly inhibitors; HepG2 CAGA-GFP TGF-b/SMAD3 reporter, GFP fluorescence, 18 h; TGF-beta stimulated, 500 pg/mL final; note: potency is the fitted concentration of half-maximal effect; % is set by controls: 0 for no effect and ±100 for the full control effect; nearly all actives have a fitted effect of over 65% in size
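HEPG2 CAGA-GFP, 1000 cells/well; 2 h settle, 37 C; cpd via pin tool; TGF-b 500 pg/mL final; 18 h, 37 C; GFP imaging ex488/em500-530; %Activity normalised to -TGF-b and +DMSO controls; CRC fit, curve class.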
ATXN2 expr inh = ATXN2 expression inhibition; HEK-293 ATXN2-luciferase reporter, luminescence, 24 h; Potency, µM (titrated, usually from 57 µM), without a hit: top-dose activity change, negative = inhibition, usual class: inhibitors; 0.72% of 360,000 active; note: potency is the fitted concentration of half-maximal effect; % is set by controls: 0 for no effect and ±100 for the full control effect; nearly all actives have a fitted effect of over 55% in size
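qHTS (up to 57 uM final) was run with 24 h compound exposure of reporter cells at 37 °C. Each well was multiplexed: SteadyGlo luminescence measured ATXN2-luciferase expression after a fluorogenic Gly-Phe-AFC viability readout (25 uM final).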
IL-1B inflam inh = blocks inflammasome-driven IL-1 beta release | THP-1 LPS/ATP IL-1B secretion, AlphaLISA, 16 h; hits give low values | activity change, % at 57.5 µM | 4.7% of 360,000 active | AID 743279; in the data active = activity change below about -50%; inconclusive = mostly about -30% to -49%; note: % is set by controls: 0 for no effect and ±100 for the full control effect
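THP-1 cells pretreated 1 hr with compounds (up to 57.5 uM final), then stimulated with LPS (250 ng/mL final) plus ATP (1.25 mM final); secreted IL-1B measured by AlphaLISA after 16 hr, decreased signal indicating inhibition.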
A549 viability = A549 cytotoxicity, counter-screen for Nrf2 inhibitors; 0.16% of 390,000 active; Potency, µM (titrated, usually from 46 µM), for the others: top-dose activity change, negative = cytotoxicity, hits mostly inhibitors; A549 ARE-Fluc cells, CellTiter-Fluor viability, 18-24 h; note: potency is the fitted concentration of half-maximal effect; % is set by controls: 0 for no effect and ±100 for the full control effect
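A549 ARE_Fluc cells in 5% FBS OPTI-MEM were exposed to compounds in concentration-response for 18-24 h at 37 deg C. Viability was read by CellTiter-Fluor fluorescence (Ex 405/Em 525) after 30 min, before the luciferase read.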
MCF10A rerep = induces DNA re-replication in MCF 10a normal breast cells | MCF 10A DNA re-replication, Hoechst nuclear intensity, 48 h | Potency, µM (series often up to 46.1 µM), for inactives: at the top dose activity, positive = re-replication, hits mostly activators | 2.9% of 350,000 active | AID 624296; note: potency is the fitted concentration of half-maximal effect; % of control where 0% means no effect; nearly all actives have a fitted effect of over 50% in size
Nrf2 block = Nrf2 pathway inhibition; A549 ARE-Fluc reporter, luciferase luminescence, 18-24 h; Potency, µM (titrated, usually from 46 µM), inactives show at the highest dose activity change, negative = inhibition, most hits filed as inhibitors; 2.1% of 360,000 active; note: potency is the fitted concentration of half-maximal effect; % is set by controls: 0 for no effect and ±100 for the full control effect; nearly all actives have a fitted effect of over 60% in size
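A549 ARE_Fluc cells (5000/well, 5% FBS OPTI-MEM) pre-incubated 2 h, then treated with compounds 18-24 h at 37C/5% CO2 in concentration-response. CellTiter-Fluor viability read first; BugLite luciferase luminescence after 15 min at room temperature gives Nrf2 activity.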
* hit, by the source's call; i = inactive; ? = inconclusive; . = no result given; [ ] = remark or other dose. Unless noted, calls come from the whole dose curve; as a rule, active = well fitted curve in the direction sought with a large enough effect; inconclusive = small, poorly fitted or top-dose-only effect, or another doubt; inactive = no such curve, though single readings can be large; an effect the other way counts as inactive or inconclusive. No enrichment for hits. Share with any hit: about 8.8%.

SMILES	HepG2 tox	Nrf2 ARE act	ATXN viability	TGFb SMAD3 inh	ATXN2 expr inh	IL-1B inflam inh	A549 viability	MCF10A rerep	Nrf2 block
CC(OC(=O)C1CC(=O)N(Cc2ccccc2)C1)C(=O)Nc1ccccc1[N+](=O)[O-] (stereo not given)	-19.8%	0.6%	i	-55.8%	-7.3%	16.6	-3.4%	0.1%	0.7%
O=[N+]([O-])c1ccc(N(CCO)Cc2ccccc2)c([N+](=O)[O-])c1	-8.9%	2.6%	?	-25.6%	.	3.4	-16.6%	-4.7%	-26.6%
COC(=O)[C@]1(Cc2ccccc2)N[C@H](CN(C)C(=O)Nc2ccccc2)[C@@H]2C(=O)N(Cc3ccccc3)C(=O)[C@@H]21	6.6%	4.9%	i	0.9%	1.5%	-4.2	?	?	0.1%
CCOC(=O)C1(Cc2ccccc2C(F)(F)F)CCN(C2CCC2)CC1	-3.8%	-0.8%	i	-0.6%	-4.9%	0.0	-6.9%	-3.3%	-3.9%
Cc1cc(OCC(=O)Nc2ccc(CCO)cc2)c2c(C)c(C)c(=O)oc2c1	1.5%	4.5%	i	5.4%	17.4%	?	-4.0%	23.1%	-10.9%
CCOC(=O)c1nc(C)nc(Sc2n[nH]c(-c3ccc(C(C)(C)C)cc3)n2)c1C	39.1%	3.5%	i	?	41.8%[activator]	-17.5	-5.9%	?	5.4%
COc1ccc(NC(=O)c2ccccc2-c2ccccc2C(=O)O)cc1	-0.1%	0.1%	i	8.2%	1.6%	12.0	-2.8%	-19.1%	-6.6%
Clc1ccccc1CN1CCN(/N=C/C=C/c2ccco2)CC1	-32.2%	?	?	?	1.8%	-3.3	-9.5%	-3.4%	13.1%
N#Cc1ccccc1Cn1c(=O)n(Cc2ccc(C(=O)NCc3ccco3)cc2)c(=O)c2ccccc21	-9.3%	-0.3%	i	6.9%	-34.1%	27.5	12.9%	19.9%	.
Nc1nc(Nc2cccc(C(F)(F)F)c2)nc(C(F)(F)F)n1	-65.9%	8.4%	i	?	-34.4%	-19.2	-7.8%	8.0%	.
CCc1cccc(N(C(=O)c2csnn2)C(C(=O)NC2CCCCC2)c2ccncc2)c1 (stereo not given)	1.2%	6.0%	i	-1.1%	-7.5%	-4.8	-8.3%	-14.1%	6.3%
COc1ccc(NC(=O)CSc2nnc(C3CC3)n2-c2ccccc2)cc1	-24.5%	-0.9%	i	-1.1%	-9.1%	-5.3	0.5%	?	9.9%
O=C(O)c1ccc(S(=O)(=O)N2CCSCC2)cc1	12.9%	-0.4%[9.22 µM]	i	3.6%	7.0%	2.8	2.4%	-6.8%	-8.8%
c1ccc(-n2nnnc2Cc2nnnn2-c2ccccc2)cc1	-0.9%	-1.9%	i	13.5%	2.4%	5.7	-0.7%	1.4%	4.6%
CC1CCCCN1C(=O)COC(=O)c1ccc(S(C)(=O)=O)c([N+](=O)[O-])c1 (stereo not given)	7.94µM*	.	.	?	.	.	-4.6%	.	-3.0%
Cc1ccc(C(=O)Nc2nnc(CC(=O)N/N=C/c3ccncc3)s2)cc1	9.1%	3.0%	i	12.9%	.	-3.8	-3.4%	0.1%	9.6%
Cc1cc(C)c(S(=O)(=O)N2CCOC2CNC(=O)C(=O)NCCN(C)C)c(C)c1 (stereo not given)	-1.0%	0.2%	i	?	5.0%	-6.0	13.8%	3.5%	4.1%
Cc1c(Nc2nc(C(F)(F)F)nc3ccccc23)c(=O)n(-c2ccccc2)n1C	0.2%	-0.7%	i	3.4%	2.8%	64.6	1.0%	-0.8%	19.0%
CC(=O)c1ccc2c(c1)CC1(C2)Cc2cc3c(cc2C1)C(=O)CC3 (stereo not given)	-44.6%	4.2%	?	?	11.3%	13.8	-19.3%	4.11µM*	?
COCCN1C(=O)N[C@@H](c2ccccc2)[C@H](C(C)=O)[C@H]1C	16.5%	0.2%	i	1.7%	0.2%	20.0	-0.8%	?	6.9%
COCC(=O)Nc1nnc(-c2cccs2)s1	-1.5%	7.6%	i	0.4%	11.5%	0.0	9.4%	14.7%	17.1%
COC(=O)C(Cc1ccc(O)cc1)NC(=O)NC12CC3CC(CC(C3)C1)C2 (stereo not given)	-2.7%	0.2%	i	-20.6%	3.4%	-62.8*	7.5%	?	9.8%
O=C(NCc1ccccn1)C1CCC(=O)N1C1CCCC1 (stereo not given)	3.5%	-0.5%	i	12.0%	3.0%	18.5	-0.7%	7.0%	4.2%
COc1ccc(-c2nnc(S/C(=C/c3ccc(Cl)cc3)C(=O)O)o2)cc1	-15.9%	-0.7%	i	0.0%	-3.2%	-4.5	2.1%	-17.0%	24.9%
Cc1ccc(N2C(=O)CSC23C(=O)N(CC(=O)Nc2ccccc2F)c2ccccc23)cc1C (stereo not given)	-21.1%	-0.3%	i	-26.7%	11.5%	.	-12.5%	.	-25.4%
O=C(COc1ccc2oc3c(c2c1)CCCC3)Nc1ccccn1	-0.4%	0.4%	i	4.0%	8.4%	11.7	-1.4%	1.7%	52.1%
Fc1ccc(NCc2cn3ccccc3n2)cc1	-4.2%	3.9%	i	32.3%[activator]	42.4%[activator]	-8.2	-0.1%	-0.5%	?
O=C1OC(c2ccc(F)cc2)=N/C1=C\c1ccc(Br)o1	-1.0%	0.3%	i	21.2%	-16.1%	3.5	2.7%	1.2%	-7.2%
CCOC(=O)N1CCN(Cc2nc(N)nc(Nc3ccc(OCC)cc3)n2)CC1	-9.9%	0.2%	i	3.4%	-6.5%	-7.7	5.1%	-5.9%	-6.5%
CC(C)CN(C(=O)CSc1nncn1C)C1CCS(=O)(=O)C1 (stereo not given)	-41.0%	0.0%	i	-6.4%	-9.3%	9.4	0.2%	-2.4%	5.5%
CCOC(=O)c1ccc(S(=O)(=O)n2c(CN3CCCCC3)nc3ccccc32)cc1	-5.0%	-0.4%	i	-1.8%	-2.9%	0.0	-0.8%	23.1%	0.6%
CC(=O)N(NC(N)=O)C(C)CC(=O)C1C(C)C=CCC1(C)C (stereo not given)	-14.8%	3.4%	i	-0.6%	1.2%	2.2	2.3%	-0.5%	0.9%
Cc1cc(C)c(OCC(O)CNC(C)(C)C)c(C)c1 (stereo not given)	-21.2%	-0.7%	i	-6.9%	-8.0%	-13.7	2.9%	3.6%	8.1%
COc1ccc(C(=O)NCCc2sc(-c3ccc(Cl)cc3)nc2C)c(OC)c1	-20.6%	7.1%	?	?	?	.	-9.0%	.	.
CC1CC(C)CN(C(=O)CSC2=Nc3ccccc3C3=NC(Cc4c[nH]c5ccccc45)C(=O)N23)C1 (stereo not given)	-31.0%	0.5%	.	-9.7%	.	-12.9	-9.2%	?	-31.1%
O=C(Nc1ccc([N+](=O)[O-])cc1)c1nc[nH]c1C(=O)NC1CCCCC1	2.7%	0.0%	i	-16.7%	-10.3%	-9.7	-0.9%	11.1%	-5.2%

In the list so far, these have a CF3 group.
SMILES	HepG2 tox	Nrf2 ARE act	ATXN viability	TGFb SMAD3 inh	ATXN2 expr inh	IL-1B inflam inh	A549 viability	MCF10A rerep	Nrf2 block
CCOC(=O)C1(Cc2ccccc2C(F)(F)F)CCN(C2CCC2)CC1	-3.8%	-0.8%	i	-0.6%	-4.9%	0.0	-6.9%	-3.3%	-3.9%
Nc1nc(Nc2cccc(C(F)(F)F)c2)nc(C(F)(F)F)n1	-65.9%	8.4%	i	?	-34.4%	-19.2	-7.8%	8.0%	.
Cc1c(Nc2nc(C(F)(F)F)nc3ccccc23)c(=O)n(-c2ccccc2)n1C	0.2%	-0.7%	i	3.4%	2.8%	64.6	1.0%	-0.8%	19.0%

Additional records:
SMILES	HepG2 tox	Nrf2 ARE act	ATXN viability	TGFb SMAD3 inh	ATXN2 expr inh	IL-1B inflam inh	A549 viability	MCF10A rerep	Nrf2 block
Cc1ccc(S(=O)(=O)N(C)c2ccc(OCC(=O)N3CCCC(C(F)(F)F)C3)cc2)cc1 (stereo not given)	-27.0%	0.1%	i	-5.2%	-9.1%	-7.4	-4.4%	9.5%	?
CC1CC=C2C(C#N)=C(N)C(C#N)(C#N)C(c3cccs3)C2C1 (stereo not given)	-5.6%	14.2%	i	1.7%	8.1%	?	-3.3%	8.0%	-13.6%
O=C(CN1CCOCC1)Nc1c(C(=O)C2CC2)oc2ccccc12	-1.0%	-2.0%	i	-8.2%	.	-6.2	19.4%	3.1%	2.6%
COc1ccc(C)cc1NS(=O)(=O)c1ccc(NS(=O)(=O)c2ccc(NC(C)=O)cc2)cc1	-41.5%	-1.0%	i	-12.9%	-5.0%	-8.0	-15.6%	9.4%	?
CCOc1ccccc1-c1cc(C(=O)N2CCOCC2)c2ccccc2n1	-3.2%	-1.6%	i	0.0%	0.0%	-12.0	-7.7%	-1.4%	-5.3%
N#CCC(=O)N1CCN(Cc2ccc3c(c2)OCO3)CC1	1.58µM*	1.6%	i	-15.0%	.	-12.1	0.0%	8.1%	17.4%
CCN(CC)CCOC(=O)c1c(C)n(C)c2ccc(OC)cc12	-13.6%	-0.1%	i	-14.9%	-2.4%	8.0	-1.3%	1.9%	3.9%
CC(C)CCNCC1OCc2ccccc2CO1	-0.8%	-0.2%	i	-0.1%	-1.8%	-2.5	0.9%	-0.2%	-1.4%
CCOC(=O)c1ccc(Nc2cc(C)nc(-c3ccccc3)n2)cc1	1.7%	-1.0%	i	-22.2%	.	39.9	-7.2%	?	?
CC1CN(S(=O)(=O)c2ccccc2)CN1C(=O)N1CCOCC1 (stereo not given)	0.8%	-0.2%	i	-6.8%	0.4%	8.1	?	-2.3%	0.3%
COc1cc(NC(=O)c2c(F)cccc2F)c(Cl)cc1Cl	-8.1%	1.7%	i	-2.7%	-15.3%	-14.2	-1.0%	1.1%	-10.9%
C=C(C)c1cccc(C(C)(C)NC(=O)Nc2ccc(C(N)=O)cc2)c1	-20.6%	-1.4%	i	-11.3%	-15.2%	-14.5	0.7%	-18.1%	?
Cc1ccccc1C(=O)c1cccn1CC(=O)NCc1ccc(F)cc1	-4.5%	0.5%	i	?	11.0%	6.5	-0.7%	1.4%	?
